MRP reversal: compounds reversing MRP-mediated drug resistance; H69AR cells + 2 uM doxorubicin, CellTiter-Glo, 72 h; differential viability (reversal), % at 10 µM; 85,000 tested, 0.04% active; AID 602;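 active = viability drop by adding the cancer drug above about 55%, with treated viability meeting a 40% cutoff, limit read from the data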;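 note: viability without doxorubicin minus viability with 2 µM doxorubicin for each compound; larger differential means the compound sensitizes cells more to doxorubicin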
Bcl-B TR3 displacers: displacers of TR3 peptide from Bcl-B, primary screen, selectivity assay for Bfl-1 inhibitor project, biochemical, fluorescence polarization | FP displacement of FITC-TR3 peptide from Bcl-B; higher % means a stronger effect | one-dose displacement, % at 20 µM; IC50 in µM for titrated hits | 96,000 tested, 0.11% active | AID 748;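 active = displacement above 50% at 20 µM plus a fluorescence interference ratio under 1.5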;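 note: plate controls were wells without compound for no effect and wells lacking Bcl-B protein for full effect; a part of the inactive calls stands beside numbers as strong as those of hits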
PLAP inhibition: inhibition of human placental alkaline phosphatase – biochemical, luminescence, HTS (AID 690); purified PLAP, luminescent substrate; higher % means a stronger effect; one-dose inhibition, % at 20 µM; IC50 in µM for titrated hits; 96,000 tested, 0.08% active; in the data active = a potency from the dose series; inactive = the rest, 99 in 100 with inhibition below about 30%; note: strong numbers were not always called active
IL1B NFkB pot: enhances IL-1B driven NFkB nuclear translocation. activation, % at 2 µM. 94,000 tested, 0.3% active. HUVEC IL-1B NFkB p65 nuclear translocation imaging. AID 819;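 active = activation above 40%, about the mean plus 3 SD, also judged a hit on visual image review; inconclusive = activation above 40% but not a hit on visual review; inactive = activation not above 40% and no visual hit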;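 note: percent activation is computed from the nuclear over cytoplasmic p65 intensity ratio; values of inactives mirror those of a sister screen read the other way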
NFkB transloc inh: blocks IL-1B driven NFkB nuclear translocation in HUVEC cells; HUVEC IL-1B NFkB p65 nuclear translocation imaging; inhibition, % at 2 µM; 94,000 tested, 0.43% active; AID 796;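 active = inhibition above about 30% together with a positive call from visual inspection of the well image, limit read from the data; inconclusive = inhibition above a set limit but visual check negative; inactive = inhibition not above a set limit, visual check negative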;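 note: nuclear over cytoplasmic p65 intensity ratio measured by imaging; 0% = IL-1B stimulated DMSO wells and 100% = unstimulated DMSO wells; values of inactives mirror those of a sister screen read the other way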
MRP reversal cytotoxicity: second read-out of MRP reversal, no call of its own (marks repeat the call); viability, %; H69AR cells, CellTiter-Glo, 72 h; measured here: cytotoxicity without doxorubicin
MRP reversal with doxorubicin: further read-out of MRP reversal, marked with its call; viability, %; measured here: viability with 2 uM doxorubicin; stronger effect = lower value
NFkB transloc inh cell count 2 µM: further read-out of NFkB transloc inh, marked with its call; cell count; measured here: cells passing quality filter;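 raw number of nuclei counted in each imaged well without normalization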
IL1B NFkB pot cell count 2 µM: second read-out of IL1B NFkB pot, no call of its own (marks repeat the call); cell count; measured here: cells passing quality filter
* marks the source's active call; other numbers are inactive results; ? = inconclusive; . = not tested or not shown. Not all compounds are listed; count on the stated rates, not on these rows.

Molecule	MRP reversal	MRP reversal cytotoxicity	MRP reversal with doxorubicin	Bcl-B TR3 displacers	PLAP inhibition	IL1B NFkB pot	IL1B NFkB pot cell count 2 µM	NFkB transloc inh	NFkB transloc inh cell count 2 µM
Cc1ccc(CNC(=O)CSc2ncccn2)cc1	3	94	92	3%	16%	1	75	-1	75
O=c1c(-c2ccc(F)cc2)coc2cc(O)ccc12	-7	88	95	18%	-9%	17	208	-17	208
COC(=O)C1C(=O)NCC1c1ccc(C)cc1 (configuration not stated)	-11	82	93	0%	13%	5	209	-6	209
Clc1ccccc1C(c1nnnn1Cc1ccco1)N1CCN(Cc2ccco2)CC1 (configuration not stated)	-6	98	104	-10%	-45%	36	110	-36	110
Cc1oc2cc(O)ccc2c(=O)c1-c1cnn(-c2ccccc2)c1	.	.	.	8%	0%	13	92	-13	92
Cc1ccc2c(c1C)NC(C)CC2C (configuration not stated)	-6	80	86	-4%	0%	0	127	0	127
CC1(C)Cc2[nH]c(=S)c(C#N)cc2CO1	-3	92	95	-4%	11%	9	125	-9	125
CCOc1ccc(CC(=O)Nc2c(C(=O)Nc3ccccc3)oc3ccccc23)cc1OCC	-10	35	46	2%	7%	16	153	-16	153
Cc1ccc(S(=O)(=O)NC(=NC(C)C(=O)O)c2ccccc2)cc1 (configuration not stated)	-5	97	102	-4%	1%	0	207	0	207
CCOC(=O)C1CCN(C(=O)CN(c2ccc3c(c2)OCCO3)S(C)(=O)=O)CC1	12	97	85	13%	-3%	19	73	-19	73
O=C1CC(c2nc3ccccc3[nH]2)CN1Cc1ccccc1 (configuration not stated)	.	.	.	-3%	21%	-5	78	5	78
CCn1c(SCC(=O)c2ccc(O)c(O)c2)nnc1-c1ccc(C)cc1	.	.	.	33%	-8%	-11	120	11	120
COc1ccc(C(C)C)cc1S(=O)(=O)N1CCN(C)CC1	-1	98	99	-6%	-44%	-1	60	1	60
CCOc1cccc(C(=O)N2CCCCC2c2cccnc2)c1 (configuration not stated)	2	96	94	0%	-19%	1	153	-1	153
O=C(Cn1cc2c(n1)CCCC2)N1CCCc2ccccc21	4	96	93	-4%	-20%	.	.	.	.
COc1ccccc1CNC(=O)C(C)NS(=O)(=O)c1ccc(Br)cc1 (configuration not stated)	5	90	85	.	.	14	118	-14	118
CCC(C)(C(=O)NC1CCCC1)N(Cc1ccco1)C(=O)c1ccc2c(c1)OCO2 (configuration not stated)	3	87	83	-5%	-13%	1	123	-1	123
CCc1ccc(C2N(c3ccc(OC)cc3)C(=O)C3CCCN32)cc1 (configuration not stated)	75	152	76	0%	-54%	-10	152	10	152
COc1ccc(-c2cc(C(=O)N3CCc4ccccc4C3)no2)cc1OC	7	99	92	-3%	-12%	19	121	-19	121
N#Cc1c(NC(=O)CN2CCOCC2)oc(-c2ccccc2)c1-c1ccccc1	-6	78	84	-8%	-60%	14	167	-14	167
O=C(CCCSc1nc2ccccc2[nH]1)Nc1nnc(-c2ccccc2)o1	-10	76	86	-5%	-114%	-3	133	3	133
O=C1NC(c2ccc(Br)cc2)Nc2sc3c(c21)CCC3 (configuration not stated)	14	102	88	-24%	3%	-2	168	2	168
Cc1cc(C)n(C(=O)CSc2nnc(SCC(=O)n3nc(C)cc3C)s2)n1	5	103	97	16%	-20%	3	204	-3	204
O=C(C1CCCN(S(=O)(=O)c2cccc3nsnc23)C1)N1CCc2ccccc21 (configuration not stated)	.	.	.	-2%	4%	8	120	-8	120

Three of the compounds above, as labelled records.
> Cc1cc(C)n(C(=O)CSc2nnc(SCC(=O)n3nc(C)cc3C)s2)n1
  MRP reversal: 5 | MRP reversal cytotoxicity: 103 | MRP reversal with doxorubicin: 97 | Bcl-B TR3 displacers: 16% | PLAP inhibition: -20% | IL1B NFkB pot: 3 | IL1B NFkB pot cell count 2 µM: 204 | NFkB transloc inh: -3 | NFkB transloc inh cell count 2 µM: 204

> CCc1ccc(C2N(c3ccc(OC)cc3)C(=O)C3CCCN32)cc1 (configuration not stated)
  MRP reversal: 75 | MRP reversal cytotoxicity: 152 | MRP reversal with doxorubicin: 76 | Bcl-B TR3 displacers: 0% | PLAP inhibition: -54% | IL1B NFkB pot: -10 | IL1B NFkB pot cell count 2 µM: 152 | NFkB transloc inh: 10 | NFkB transloc inh cell count 2 µM: 152

> CCC(C)(C(=O)NC1CCCC1)N(Cc1ccco1)C(=O)c1ccc2c(c1)OCO2 (configuration not stated)
  MRP reversal: 3 | MRP reversal cytotoxicity: 87 | MRP reversal with doxorubicin: 83 | Bcl-B TR3 displacers: -5% | PLAP inhibition: -13% | IL1B NFkB pot: 1 | IL1B NFkB pot cell count 2 µM: 123 | NFkB transloc inh: -1 | NFkB transloc inh cell count 2 µM: 123

Continued:
Molecule	MRP reversal	MRP reversal cytotoxicity	MRP reversal with doxorubicin	Bcl-B TR3 displacers	PLAP inhibition	IL1B NFkB pot	IL1B NFkB pot cell count 2 µM	NFkB transloc inh	NFkB transloc inh cell count 2 µM
Cn1c2c(c(=O)n(C)c1=O)C(C(F)(F)F)(C(F)(F)F)N=C(c1ccccc1Cl)N2	.	.	.	-1%	5%	20	165	-20	165
CCCSc1nn2c(=O)c3ccccc3nc2s1	.	.	.	-6%	13%	-3	141	3	141
CCOc1ccc(-c2nnc3sc(-c4c(OC)cccc4OC)nn23)cc1	-16	35	50	.	.	21	153	-21	153
Cc1c(N2C(=O)c3ccc(F)cc3C2=O)c(=O)n(-c2ccccc2)n1C	-30	87	117	.	.	-5	139	5	139
CCOC(=O)C1CCCN(C(=O)Nc2cccc(Cl)c2)C1 (configuration not stated)	1	83	83	-6%	23%	36	154	-36	154
CCOC(=O)CNC(=O)c1ccc2[nH]c3c(c2c1)CCCC3	16	91	75	6%	6%	-2	109	2	109
Cc1cccc(NC(=S)NC2CC3CCC(C2)N3Cc2ccco2)c1C (configuration not stated)	.	.	.	2%	-4%	?	.	-67	138
Cc1cc(C(=O)OCc2nc3ccccc3s2)c(C)o1	-20	65	85	-6%	-8%	-4	141	4	141
COc1ccc(C)cc1NC(=O)c1[nH]c(C)c(C(C)=O)c1C	.	.	.	4%	-14%	-6	140	6	140
CCC(=O)N1CCN(c2ccc(NC(=O)COc3ccccc3Cl)cc2)CC1	5	75	70	7%	-57%	8	157	-8	157
N/C(=N\OC(=O)CCc1ccccc1)c1ccc(Cl)cc1	.	.	.	-4%	5%	6	132	-6	132
Cc1ccc2[nH]c3c(c2c1)CN(C(=O)CN1CCN(c2ccccn2)CC1)CC3	-14	91	105	33%	-75%	.	.	.	.
O=C(CSc1nnc(Cc2ccccc2)o1)NCCc1ccccc1	14	95	81	-11%	7%	11	154	-11	154
CCC(NC(=O)C1CCC1)c1ccc(C)cc1 (configuration not stated)	-5	101	106	.	.	26	155	-26	155
COc1ccc(-c2noc(CCC(=O)N(C)c3cccc(C)c3)n2)cc1	9	88	79	11%	-54%	2	80	-2	80
Cc1cccc(OCCNC(=O)c2ncn[nH]2)c1	-3	93	96	7%	-6%	10	118	-10	118
Cc1nnc(SCc2nnc(-c3ccccc3Br)o2)n1-c1ccccc1	5	79	74	5%	-48%	2	121	-2	121
CC1CCC(NC(=O)C2CCC(CNS(=O)(=O)c3cccc4nsnc34)CC2)CC1 (configuration not stated)	-3	17	21	-8%	-2%	-5	183	5	183
CCC(=O)c1c[nH]c(C(=O)NCCCN2CCOCC2)c1	.	.	.	-3%	-8%	-4	143	4	143
CCn1cc(CNC(=O)C2C3CCC(C3)C2C(=O)O)cn1 (configuration not stated)	6	97	92	3%	-17%	-5	103	5	103
c1ccc(-c2cnn3nnnc3n2)cc1	-11	94	104	-4%	4%	16	141	-16	141
CCn1c(Cc2ccccc2)nnc1SCC(=O)Nc1nc2ccccc2s1	19	101	82	-8%	20%	26	131	-26	131
COc1ccc(-n2c(C)cc(C(=O)CSc3nn4c(=O)c(C(C)(C)C)nnc4s3)c2C)cc1	-16	65	81	-133%	-52%	4	81	-4	81
COC(=O)c1ccccc1NC(=S)NC(NC(=O)c1ccccc1[N+](=O)[O-])C(Cl)(Cl)Cl (configuration not stated)	.	.	.	-9%	-13%	13	162	-13	162

7 compounds picked at random from those above:
Molecule	MRP reversal	MRP reversal cytotoxicity	MRP reversal with doxorubicin	Bcl-B TR3 displacers	PLAP inhibition	IL1B NFkB pot	IL1B NFkB pot cell count 2 µM	NFkB transloc inh	NFkB transloc inh cell count 2 µM
Cc1c(N2C(=O)c3ccc(F)cc3C2=O)c(=O)n(-c2ccccc2)n1C	-30	87	117	.	.	-5	139	5	139
COc1ccc(-n2c(C)cc(C(=O)CSc3nn4c(=O)c(C(C)(C)C)nnc4s3)c2C)cc1	-16	65	81	-133%	-52%	4	81	-4	81
CCOC(=O)CNC(=O)c1ccc2[nH]c3c(c2c1)CCCC3	16	91	75	6%	6%	-2	109	2	109
CCC(=O)N1CCN(c2ccc(NC(=O)COc3ccccc3Cl)cc2)CC1	5	75	70	7%	-57%	8	157	-8	157
Cn1c2c(c(=O)n(C)c1=O)C(C(F)(F)F)(C(F)(F)F)N=C(c1ccccc1Cl)N2	.	.	.	-1%	5%	20	165	-20	165
O=C(Cn1cc2c(n1)CCCC2)N1CCCc2ccccc21	4	96	93	-4%	-20%	.	.	.	.
CCC(=O)c1c[nH]c(C(=O)NCCCN2CCOCC2)c1	.	.	.	-3%	-8%	-4	143	4	143

The results go on:
Molecule	MRP reversal	MRP reversal cytotoxicity	MRP reversal with doxorubicin	Bcl-B TR3 displacers	PLAP inhibition	IL1B NFkB pot	IL1B NFkB pot cell count 2 µM	NFkB transloc inh	NFkB transloc inh cell count 2 µM
O=S(=O)(Nc1ccc(N2CCOCC2)nn1)c1ccccc1	6	88	83	11%	-13%	.	.	.	.
O=C(Nc1cnccn1)c1cccs1	-2	96	97	12%	5%	.	.	.	.
CCOC(=O)CCCNC(=O)COc1ccccc1C#N	-7	95	102	7%	-5%	.	.	.	.
N#Cc1c(-c2ccccc2)cc(-c2ccco2)c(C#N)c1N	10	93	83	-65%	-9%	4	58	-4	58
OCCCc1nc2ccccc2n1CCc1ccccc1	-2	82	84	.	.	11	118	-11	118
OCCCc1nc2n(n1)C(c1cccs1)C=C(c1ccccc1)N2 (configuration not stated)	-13	71	84	190%	-46%	-7	153	7	153
COc1cccc(OC)c1OCCN1CCN(C(=O)c2ccco2)CC1	14	104	90	12%	-33%	-2	140	2	140
FC(F)Oc1ccccc1NC(=S)NCc1ccco1	7	102	95	.	.	6	172	-6	172
O=C(OCC(=O)c1ccc(S(=O)(=O)N2CCCC2)cc1)C1=COCCO1	5	86	81	-6%	-22%	31	127	-31	127
Cc1ccc(-n2c(=O)cc(NCc3cccnc3)[nH]c2=O)cc1	.	.	.	-1%	2%	11	199	-11	199
Cc1cc(S(=O)(=O)NC2CCCCC2)ccc1OCC(=O)N1CCOCC1	-2	97	100	2%	-47%	7	204	-7	204
Cc1cccc(-c2nnc(SCc3ccc(C#N)cc3)n2Cc2ccco2)c1	-14	64	78	-7%	-6%	7	129	-7	129
Cc1cc(=O)[nH]c(SCC2(O)C3CC4CC(C3)CC2C4)n1 (configuration not stated)	-6	95	101	-4%	-7%	10	116	-10	116
CCC(C)NC(=O)c1cn(CC)c2ccc(S(=O)(=O)N(C)C)cc2c1=O (configuration not stated)	9	90	81	.	.	-1	70	1	70
CC12CN3CC(=O)N4CC5(C)CN(CC(C)(C4)C5=O)C(=O)CN(C1)CC(C)(C3)C2=O	-6	98	104	7%	-8%	.	.	.	.
S=C1N(c2ccccc2)C(c2ccc(Cl)cc2)N2CCCN12 (configuration not stated)	15	87	72	-4%	4%	4	125	-4	125
COc1ccc(S(=O)(=O)NC2CCCC2)c(Cl)c1Cl	9	91	82	2%	33%	17	158	-17	158
CCN(CC)C(=O)CSc1nc2ccccc2c(=O)[nH]1	-2	78	79	-6%	-25%	-7	57	7	57
CN(Cc1cccs1)C(=O)CCc1ccc(S(=O)(=O)N2CCOCC2)cc1	3	81	77	-1%	-12%	6	135	-6	135
N#Cc1ccccc1OCC(=O)NC(N)=O	.	.	.	8%	13%	-3	170	3	170
Cc1c(C(=O)Nc2ccc3oc(-c4cccnc4)nc3c2)oc2ccccc12	-2	3	5	-13%	-17%	16	179	-16	179
